Screening data: PubChem, several laboratories
AHR act – human AHR activation; AHR-responsive luciferase reporter cells, luminescence; activation, % at 5 µM; hit rate 2.5% among 320,000; AID 2796; in the data active = activation above about 47%;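 note: 0% = vehicle wells and 100% = reference agonist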
Target sequence (P35869 whole entry, looked up): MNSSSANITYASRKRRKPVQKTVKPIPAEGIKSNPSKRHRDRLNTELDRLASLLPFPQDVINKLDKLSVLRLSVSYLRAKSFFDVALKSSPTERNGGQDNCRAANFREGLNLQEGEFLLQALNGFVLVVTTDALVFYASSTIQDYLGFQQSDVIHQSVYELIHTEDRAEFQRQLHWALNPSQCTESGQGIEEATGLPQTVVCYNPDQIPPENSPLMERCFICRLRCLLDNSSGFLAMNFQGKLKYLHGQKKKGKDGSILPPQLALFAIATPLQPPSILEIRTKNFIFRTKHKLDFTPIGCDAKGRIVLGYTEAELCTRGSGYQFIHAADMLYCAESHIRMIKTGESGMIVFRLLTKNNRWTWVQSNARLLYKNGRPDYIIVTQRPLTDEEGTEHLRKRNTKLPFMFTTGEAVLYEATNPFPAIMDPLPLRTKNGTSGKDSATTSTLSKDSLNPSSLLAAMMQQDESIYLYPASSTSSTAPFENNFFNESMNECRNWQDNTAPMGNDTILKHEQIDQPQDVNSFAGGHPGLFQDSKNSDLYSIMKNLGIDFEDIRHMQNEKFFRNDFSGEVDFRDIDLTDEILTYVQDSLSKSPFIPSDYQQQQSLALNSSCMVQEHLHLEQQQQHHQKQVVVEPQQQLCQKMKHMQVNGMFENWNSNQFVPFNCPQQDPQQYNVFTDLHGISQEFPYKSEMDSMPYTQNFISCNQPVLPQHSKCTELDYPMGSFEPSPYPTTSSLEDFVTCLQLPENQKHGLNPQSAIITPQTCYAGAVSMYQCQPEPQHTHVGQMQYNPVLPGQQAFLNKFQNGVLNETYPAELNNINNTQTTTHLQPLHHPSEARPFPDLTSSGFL
AGP1 TOR yeast – alters AGP1-GFP fluorescence in TOR pathway yeast screen. S. cerevisiae AGP1-GFP multiplex flow cytometry, 3 h; GFP as percent of DMSO wells. hit rate 0.02% among 320,000. GFP response vs DMSO, % at 10 µM;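 active = GFP response relative to DMSO above a set limit, near screen average plus 3 SD, cut at about 150% in these data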;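 note: median GFP channel fluorescence of the gated AGP1 strain per well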
LAP4 TOR yeast – modulators of TOR pathway LAP4-GFP in S. cerevisiae; S. cerevisiae LAP4-GFP multiplex, flow cytometry GFP, 3 h; median GFP as percent of DMSO wells; GFP response vs DMSO, % at 10 µM; hit rate 0.34% among 320,000;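 active = GFP response vs DMSO above a set limit, about the screen mean plus 3 SD, cut at about 150% in these data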
CIT2-GFP yeast – yeast TOR pathway CIT2-GFP modulation | S. cerevisiae CIT2-GFP strain, flow cytometry, 3 h; 100 means same as DMSO wells | GFP response vs DMSO, % at 10 µM | hit rate 0.065% among 320,000 | AID 2029;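 active = GFP response relative to DMSO above a set limit, near the screen mean plus 3 SD, cut at about 150% in these data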;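 note: ratio of well median GFP fluorescence to mean of DMSO wells on the plate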
RPL19A-GFP yeast – yeast TOR pathway RPL19A-GFP modulation | S. cerevisiae RPL19A-GFP strain, flow cytometry, 3 h; stronger effect = lower value | percent response vs DMSO, % at 10 µM | hit rate 0.3% among 330,000;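 active = percent response vs DMSO below 50%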;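 note: median channel GFP fluorescence of the barcoded RPL19A-GFP strain; ratio of sample median GFP to plate DMSO average so 100% = DMSO; lower means less RPL19A-GFP as with rapamycin TOR inhibition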
proCasp3 act – activators of human procaspase-3; activation, % at 8.5 µM; hit rate 0.11% among 330,000; P42574; recombinant procaspase-3 D3A, Ac-DEVD-pNA absorbance 405 nm;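 active = activation above the mean of all tested compounds plus 3 SD, cut at about 21% in these data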;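 note: 0% = DMSO alone and 100% = DMSO wells spiked with extra 5 µM PC-3 D3A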
Target sequence (P42574 whole entry D9A/D28A/D175A): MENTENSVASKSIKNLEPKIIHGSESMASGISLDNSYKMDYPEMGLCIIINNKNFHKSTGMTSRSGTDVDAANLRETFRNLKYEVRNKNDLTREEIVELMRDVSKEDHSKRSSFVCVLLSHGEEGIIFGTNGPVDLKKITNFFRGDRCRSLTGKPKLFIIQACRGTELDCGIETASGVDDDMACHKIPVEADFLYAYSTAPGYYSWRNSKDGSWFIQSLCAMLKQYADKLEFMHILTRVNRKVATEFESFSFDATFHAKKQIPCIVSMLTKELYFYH
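Compound: 8.5 µM single point, 0.8% DMSO / Material: Autoprocessing-dead procaspase-3 D3A mutant enzyme / Timing: 1 h preincubation plus 2 h reaction at 25 °C / Medium: Zinc-free HEPES/NaCl buffer with 0.01% Triton X-100 at pH 7.4 / Technique: 405 nm absorbance of p-nitroaniline, reads at 0 and 120 min / Repeats: one well per compound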
MEP2 TOR yeast – yeast TOR pathway MEP2-GFP modulation. AID 2016. hit rate 0.51% among 330,000. GFP response vs DMSO, % at 10 µM. S. cerevisiae MEP2-GFP strain, flow cytometry GFP, 3 h; 100% = DMSO control level;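 active = GFP response versus DMSO above a set limit, roughly screen mean plus 3 SD, cut at about 180% in these data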;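 note: median GFP fluorescence of the barcode-gated MEP2-GFP cells per well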
procasp7 counter – activates human procaspase-7, counter-screen for procaspase-3 activators; P55210; hit rate 0.093% among 330,000; activation, % at 8.5 µM; AID 463210; recombinant procaspase-7, Ac-DEVD-pNA absorbance 405 nm; D23A/D198A/D206A triple mutant, cannot self-cleave; scale: DMSO 0, 5 µM enzyme 100;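 active = percent activation above the screen-wide mean plus 3 SD, cut at about 25% in these data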
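Assay system: Uncleavable procaspase-7 mutant enzyme / Input: 2 µM procaspase-7 mutant as dispensed / Dosing: single nominal 8.5 µM compound dose, 0.8% DMSO final / Timing: 1 h enzyme–compound preincubation and 2 h substrate reaction, both 25 °C / Detection: p-Nitroaniline absorbance at 405 nm, read at 0 and 120 min / Replication: singlicate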
Active calls of the source: *; / = no result given. An unsorted share of the library (roughly 3.5% active in at least one column).

SMILES	AHR act	AGP1 TOR yeast	LAP4 TOR yeast	CIT2-GFP yeast	RPL19A-GFP yeast	proCasp3 act	MEP2 TOR yeast	procasp7 counter
O=C(CSc1nc2[nH]ncc2c(=O)[nH]1)Nc1ccc(F)cc1	0	93	96	92	85	-2	91	-3
O=C(c1ccco1)N1CCC(c2nc(-c3ccccc3Cl)no2)CC1	0	106	96	107	105	2	108	1
Cc1cc(C(=O)NNS(=O)(=O)c2ccc(F)cc2)nn1C(C)(C)C	6	105	106	103	97	-5	92	8
O=C(CSc1nnnn1C1CCCC1)Nc1ccccc1F	3	108	109	101	99	12	97	-2
COC(=O)C1=C(C)NC(C)=C(C(=O)OC)C1C(=O)OCC(=O)c1ccc(Br)cc1	3	106	101	99	98	-2	104	1
Cc1cc(C)cc(OCC(=O)Nc2ccc(S(=O)(=O)Nc3ccccn3)cc2)c1	1	114	108	97	101	-6	108	0
COc1ccc2c(c1)C(c1ccc([N+](=O)[O-])cc1)=NNC(c1ccco1)=N2	20	100	130	97	98	12	102	12
COc1ccc(-c2cc3c(=O)n(CC(=O)NCCCN4CCC(N5CCCCC5)CC4)ncn3n2)cc1	-4	105	107	115	105	0	120	-3
Cc1cc2cc3c(cc2nc1SCC(=O)N1CCN(C(=O)c2ccco2)CC1)OCO3	11	98	108	87	90	2	91	-15
COc1ccccc1CNC(=O)[C@@H](NC(=O)C1CCN(C(=O)[C@@H]2CCCN2)CC1)C(C)C	0	106	100	108	100	0	105	-9
O=C(Nc1ccccc1)c1ccc(S(=O)(=O)N2CCC(C(=O)O)CC2)cc1	-3	98	94	98	102	-4	101	1
O=C(c1ccc(OC(F)(F)F)cc1)c1ncc[nH]1	9	100	112	95	96	-10	111	-6
CC(/C=N/n1c(-c2ccco2)n[nH]c1=S)=C\c1ccco1	2	88	106	97	100	-21	100	-4
CCCN1CCC(NC(=S)Nc2ccc([N+](=O)[O-])cc2)CC1	4	128	115	121	112	0	112	-4
CC(Oc1ccccc1F)C(=O)Nc1ccc2ccccc2c1 (configuration not stated)	18	103	102	103	103	0	100	6

A stretch from the list above, for reference:
SMILES	AHR act	AGP1 TOR yeast	LAP4 TOR yeast	CIT2-GFP yeast	RPL19A-GFP yeast	proCasp3 act	MEP2 TOR yeast	procasp7 counter
CCCN1CCC(NC(=S)Nc2ccc([N+](=O)[O-])cc2)CC1	4	128	115	121	112	0	112	-4
CC(Oc1ccccc1F)C(=O)Nc1ccc2ccccc2c1 (configuration not stated)	18	103	102	103	103	0	100	6

Going on with the list.
SMILES	AHR act	AGP1 TOR yeast	LAP4 TOR yeast	CIT2-GFP yeast	RPL19A-GFP yeast	proCasp3 act	MEP2 TOR yeast	procasp7 counter
Cc1ccc(S(=O)(=O)N(C)c2ccc(OCC(=O)Nc3nc4ccccc4s3)cc2)cc1	21	97	91	98	100	9	98	-3
COc1cccc(NC(=O)Cn2nnc(C(=O)Nc3ccccc3)c2N)c1	35	109	95	95	107	-3	94	2
O=C(CCl)N1c2ccccc2CCc2ccccc21	3	113	83	110	106	-5	108	1
CC(=O)c1cc(C#N)c(SCC(=O)O)nc1C	1	96	96	98	95	3	93	8
Cc1noc(C(=O)NCc2ccco2)c1Cl	1	98	107	94	98	9	100	2
CC(=O)NNC(=O)CC(=O)Nc1nc(C23CC4CC(CC(C4)C2)C3)cs1	1	90	91	85	93	1	93	7
Cc1c(Cl)cccc1NC(=O)CCN1CCCCC1	1	97	99	90	97	3	96	3
COC(=O)C1=C(C)Nc2c(c(=O)n(C)c(=O)n2C)C1c1cccnc1 (configuration not stated)	-1	/	102	100	99	-4	103	9
C[C@H](CO)N1C[C@H](C)[C@@H](CN(C)S(=O)(=O)c2ccccc2)Oc2ccc(NC(=O)Nc3ccccc3)cc2C1=O	-1	97	96	96	94	1	92	2
COc1ccc(N2CCN(c3nc4c(C)cccn4c(=O)c3/C=C(\C#N)C(N)=O)CC2)cc1	5	17	80	105	68	-19	195*	-16
O=C(O)CC/C(=N/NC(=O)c1cn(-c2ccccc2)nc1-c1ccccc1)C(=O)O	20	104	106	100	109	-2	110	-6
CCOC(=O)CSc1nc2ccccc2c(=O)[nH]1	1	104	98	101	103	8	108	-7
Cc1ccccc1C(=O)Nc1ccc2c(c1)C(=O)NC2=O	10	116	114	106	109	1	106	0
CCN1C(=O)C(=O)N(CC(=O)Nc2ccccc2Oc2ccccc2)C1=O	-1	84	103	98	94	-6	72	-2
Cc1ccc(NC(=O)C2CCN(S(=O)(=O)c3cccs3)CC2)c(O)c1	2	99	90	113	102	-7	98	2
CSc1ccc(/C=N\NC(=O)CC(=O)NC(C)C)cc1	2	108	103	87	105	-2	107	7
COc1ccc(-c2cc(=O)[nH]c(NCc3ccccc3)n2)cc1	15	102	98	102	98	0	103	14
COc1ccc(C(=O)Nc2cc(C)c(NC(=O)c3ccccn3)cn2)cc1	-3	98	103	96	99	8	102	-1
Cc1cccc(-c2nn(-c3ccccc3)cc2C(=O)NCC(c2cccs2)N2CCOCC2)c1 (configuration not stated)	7	100	97	99	95	2	97	6
Cn1c(=O)c2c(nc(NCCc3ccccc3)n2Cc2ccccc2)n(C)c1=O	0	106	104	97	100	-2	103	4
CCN(CC(=O)Nc1c(F)cccc1F)C(=O)CCc1nc2ccccc2c(=O)[nH]1	-1	108	110	101	101	9	98	0
CCC1SC2=NC(C)=C(C(=O)OCC(C)C)C(/C=C/c3ccccc3OC)N2C1=O (configuration not stated)	1	104	107	/	99	-3	101	10
Cc1cccc(NC(=O)c2n[nH]c([N+](=O)[O-])c2Br)c1C	9	100	102	90	99	5	96	6
CCN(CC)S(=O)(=O)c1cc(C(=O)OCC(=O)Nc2cccc(C)c2C)ccc1F	3	97	97	95	101	-2	103	-6
COCC1CCCCN1C(=O)C1CCN(c2nc(-c3ccccc3)nc3c2CCC3)CC1 (configuration not stated)	4	108	105	113	105	4	123	1
CC1CCN(C(=O)CSc2ccc(-c3ccccc3)nn2)CC1	5	83	92	96	95	4	92	2
COc1cccc(NC(=S)NCCC(c2ccccc2)c2ccccc2)c1	6	99	104	98	96	6	97	-11
CC(C)COc1ccc(C(=O)Nc2ccc(NC(=O)c3ccco3)cc2)cc1	-3	103	103	100	102	10	99	8
COC(=O)[C@@]1(Cc2ccc(F)cc2)[C@H]2c3cc(C(=O)N(C)C)n(Cc4ccccn4)c3C[C@H]2CN1C(=O)c1ccccc1	-3	91	119	101	103	-1	93	-1
COc1ccc(C(=O)N2CCC(C(=O)Nc3ccc4c(c3)OCO4)CC2)cc1	1	103	94	105	106	-2	114	-4
C=CCn1c(CNC(=O)c2ccco2)nnc1SCC(=O)Nc1cccc(Br)c1	3	95	100	91	94	10	95	10
C=CCn1c(SCC(=O)Nc2ccc3c(c2)OCCO3)nc2cc(C(=O)O)ccc2c1=O	2	91	94	84	92	5	90	-7
O=P(CCN1CCCCC1)(c1ccccc1)c1ccccc1	-5	100	95	107	98	-4	98	8
Cc1cccc(NS(=O)(=O)c2ccc(C(C)(C)C)cc2)n1	0	11	69	95	99	9	99	13
Cc1ccc(S(=O)(=O)N2CCC(=O)N(CCOCc3ccccc3C)CC2)cc1	1	81	102	100	91	5	95	-3
S=C(NCc1ccc(Cl)cc1)NC1CCN(Cc2ccccc2)CC1	13	99	96	101	98	0	102	-1
Cc1cc(C)nc(SCCCNCc2ccc(Br)cc2)n1	0	102	100	98	101	2	99	-4
Cc1ccc(N=c2c([N+](=O)[O-])nn(-c3ccc4c(c3)OCCO4)n2O)c(Cl)c1	-3	100	100	97	98	2	95	-14
COCCN(C(=O)c1csnn1)C(C(=O)NC1CCCCC1)c1sccc1C (configuration not stated)	2	103	112	100	97	2	104	-2
CC(=O)NC12CC3CC(C1)CC(C(=O)N(C)CC(=O)Nc1ccc(F)c(F)c1F)(C3)C2	2	111	116	105	102	-2	111	6
CCCc1cc(=O)[nH]c(SCC(=O)N2CCCC2=O)n1	2	107	103	97	99	6	104	0
COC(=O)c1cc(OC)nc2c1c(=O)n(C)c(=O)n2C	-1	103	98	112	100	-1	104	0
CCOC(=O)Oc1ccc2c(c1)C(C)=CC(C)(C)N2C(=O)OCC	2	95	94	85	97	-4	93	7
O=C(CN1C(=O)NC2(CCCCCC2)C1=O)Nc1ccc(S(=O)(=O)N2CCOCC2)cc1	2	92	94	91	92	7	95	5
O=C(CC1(C(F)(F)F)OCCO1)Nc1ccc2c(c1)OCO2	4	104	101	100	100	3	106	2
O=C1OCCC1Sc1nc2ccccc2n1Cc1ccccc1 (configuration not stated)	0	93	101	111	104	-6	101	15
COc1ccc(Nc2nc(C(=O)N3CCc4cc(OC)c(OC)cc4C3)cs2)cc1	26	108	98	105	113	5	103	-13
COc1ccc(S(=O)(=O)N2CCCCCC2)cc1C(=O)OCC(=O)NC(C)(C)C	2	101	92	/	101	4	100	-1
C1CN(c2nc(N3CCOCC3)nc(N3CCOCC3)n2)CCO1	1	112	100	105	106	1	104	-4
Cc1c(NC(=O)C(C)OC(=O)c2ccc(Cl)nc2)c(=O)n(-c2ccccc2)n1C (configuration not stated)	1	103	90	112	105	2	97	7
CCC(SC1=NCCS1)C(=O)Nc1ccc(S(N)(=O)=O)cc1 (configuration not stated)	-3	93	93	100	101	4	102	1
Cc1ccccc1[C@]1(C)ON(c2ccccc2C(F)(F)F)C1=O	-1	81	122	81	95	9	81	-6
COc1cc(NC(=S)NC(=O)c2cc(C)cc(C)c2)ccc1NC(=O)c1cccs1	2	102	122	98	102	-1	115	-6
CC(C)CNC(=O)C(=O)Nc1ccc(N(C)C)cc1	48*	101	100	103	103	-3	101	-6
CCOC(=O)/C(=C\Nc1ccccc1C(F)(F)F)Sc1ncc(C(F)(F)F)cc1Cl	0	108	97	101	105	-4	104	-9
CCOC(=O)c1c(S(=O)(=O)NCC(=O)NCc2ccc(C)cc2)c(C)n(C)c1C	1	103	95	105	101	0	99	-9
Cc1cc(C(=O)COC(=O)C2COc3ccccc3O2)c(C)n1CC1CCCO1 (configuration not stated)	-2	97	99	105	99	-4	93	3
COc1ccc(N2CCN(C(=O)CSc3ncn[nH]3)CC2)cc1	0	114	104	121	103	-6	99	-3
CSc1ccc(/C=N/NC(=O)CN2CCN(Cc3ccccc3)CC2)cc1	2	101	114	90	99	-3	92	8
NC(=O)C1CCN(C(=O)c2cc3ccccc3cc2O)CC1	3	103	98	100	96	6	97	-3
CC1(C)CC(=O)C=C(NCCc2ccc(S(N)(=O)=O)cc2)C1	-3	112	105	119	113	1	114	15
Cc1cccc(NC(=O)C(C)Sc2nnc(-c3cccnc3)o2)c1 (configuration not stated)	0	108	114	96	98	8	97	2

Reprinted at random: 5 entries already listed, in no set order.
SMILES	AHR act	AGP1 TOR yeast	LAP4 TOR yeast	CIT2-GFP yeast	RPL19A-GFP yeast	proCasp3 act	MEP2 TOR yeast	procasp7 counter
Cc1c(NC(=O)C(C)OC(=O)c2ccc(Cl)nc2)c(=O)n(-c2ccccc2)n1C (configuration not stated)	1	103	90	112	105	2	97	7
Cc1cccc(-c2nn(-c3ccccc3)cc2C(=O)NCC(c2cccs2)N2CCOCC2)c1 (configuration not stated)	7	100	97	99	95	2	97	6
CCOC(=O)CSc1nc2ccccc2c(=O)[nH]1	1	104	98	101	103	8	108	-7
CC1(C)CC(=O)C=C(NCCc2ccc(S(N)(=O)=O)cc2)C1	-3	112	105	119	113	1	114	15
CCOC(=O)Oc1ccc2c(c1)C(C)=CC(C)(C)N2C(=O)OCC	2	95	94	85	97	-4	93	7
